# GalR3 antag = blocks the human galanin receptor 3 | HEK293 GalR3-CNG cAMP membrane potential fluorescence; galR3 body fused to GalR1 C-terminus | inhibition, % at 3 µM | O60755 | hit rate 0.44% among 360,000;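 active = inhibition above the screen-wide average plus 3 SD, cut at about 13% in these data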;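 also: forskolin and galanin both at EC90 stimulate the cells; cAMP rise reported by CNG channel membrane potential dye signal; 0% = forskolin plus galanin with DMSO and 100% = forskolin alone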
# Target sequence (O60755 1-299 limits assumed): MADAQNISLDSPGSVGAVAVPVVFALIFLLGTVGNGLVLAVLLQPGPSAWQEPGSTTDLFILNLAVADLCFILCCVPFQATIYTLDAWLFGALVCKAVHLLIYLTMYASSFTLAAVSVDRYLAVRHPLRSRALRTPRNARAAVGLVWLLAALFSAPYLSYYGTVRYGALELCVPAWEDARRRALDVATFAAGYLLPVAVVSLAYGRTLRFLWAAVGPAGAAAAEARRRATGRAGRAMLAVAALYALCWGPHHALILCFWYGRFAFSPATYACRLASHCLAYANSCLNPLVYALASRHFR
# MEKK2 WT-MEK5 = raises or lowers MEK5 binding to wildtype human MEKK2 PB1 domain | bead flow cytometry, Alexa488-MEK5 binding to MEKK2 WT; actives lie on both sides | binding response (% of control), % at 10 µM | hit rate 1.1% among 290,000 | AID 1531; in the data active = binding response below about 67% or above about 130%
# MEKK2mut PB1 HTS = signal of MEK5 binding to mutant human MEKK2 PB1 domain; bead flow cytometry, Alexa488-MEK5 binding to MEKK2 mutant; percent response, % at 10 µM; hit rate 0.35% among 290,000; AID 1530; in the data active = percent response above about 24%, passing the limit was not always enough; also: inactives centre near 1; some results filed as inactive read as strong as hits
# SUMO HTRF inh = blocks human SUMOylation mediated by UBC9; P63279; HTRF SUMOylation assay, SAE1/SAE2 + UBC9, in vitro; inhibition, % at 35 µM; hit rate 0.36% among 290,000; AID 2006; in the data active = inhibition above about 50%, passing the limit was not always enough; also: strong numbers were not always called active
# Target sequence (P63279 whole entry, looked up): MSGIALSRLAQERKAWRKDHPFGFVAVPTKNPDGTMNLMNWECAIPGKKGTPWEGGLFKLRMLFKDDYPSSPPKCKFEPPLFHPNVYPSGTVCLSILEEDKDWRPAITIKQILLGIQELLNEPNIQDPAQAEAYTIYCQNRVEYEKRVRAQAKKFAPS
# CRFR2-BP antag = antagonists of CRF-binding protein/CRF-R2 receptor complex; inhibition, % at 11.8 µM; AID 588475; HEK293 CRF-R2/CRF-BP, CRF-induced calcium fluorescence; hit rate 0.59% among 350,000;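 active = inhibition of the ligand-induced calcium signal above about 50% at the single tested concentration, limit read from the data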
# MEKK3 PB1 HTS = MEKK3-MEK5 PB1 interaction, increase or decrease | binding response (% of control), % at 10 µM | bead-based flow cytometry, Alexa488-MEK5 binding to MEKK3; actives lie on both sides; 0 = blocked by unlabeled MEK5, 100 = vehicle | AID 1529 | hit rate 1.4% among 290,000 | Q99759;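 active = binding response more than 3 SD above or below the average of its plate-row segment, actives on both sides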;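 also: Alexa488 bead fluorescence after subtracting the streptavidin-only scavenger bead signal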
# Target sequence (Q99759 whole entry, looked up): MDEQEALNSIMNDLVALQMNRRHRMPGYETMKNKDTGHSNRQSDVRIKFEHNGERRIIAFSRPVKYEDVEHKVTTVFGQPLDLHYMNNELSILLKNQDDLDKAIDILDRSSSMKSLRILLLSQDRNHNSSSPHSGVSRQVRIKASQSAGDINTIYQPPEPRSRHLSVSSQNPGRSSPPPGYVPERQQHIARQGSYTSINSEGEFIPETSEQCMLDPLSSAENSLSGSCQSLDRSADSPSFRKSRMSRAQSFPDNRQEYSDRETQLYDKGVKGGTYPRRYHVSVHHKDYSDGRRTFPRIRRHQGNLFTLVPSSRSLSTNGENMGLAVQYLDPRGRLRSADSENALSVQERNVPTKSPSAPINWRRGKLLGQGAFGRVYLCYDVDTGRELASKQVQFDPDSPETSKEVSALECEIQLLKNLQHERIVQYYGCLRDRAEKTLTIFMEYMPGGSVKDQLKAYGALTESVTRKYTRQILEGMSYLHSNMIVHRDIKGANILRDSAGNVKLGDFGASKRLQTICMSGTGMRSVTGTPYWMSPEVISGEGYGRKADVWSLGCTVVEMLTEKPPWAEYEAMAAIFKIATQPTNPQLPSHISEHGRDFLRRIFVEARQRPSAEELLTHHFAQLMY
# NS3 helicase inh = HCV NS3 helicase inhibition | inhibition, % at 10.9 µM | hit rate 0.56% among 290,000 | NS3 helicase DNA unwinding, Cy5 molecular beacon fluorescence;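 active = inhibition above the mean of all tested compounds plus 3 SD, set per campaign, cut at about 35% in these data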;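 also: 0% = DMSO wells and 100% = thioflavine S control wells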
#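 Control set: DMSO versus 110 µM thioflavine S; Material: NS3 helicase fragment of HCV; Measured by: Cy5 fluorescence at 0 and 60 min, beacon hairpin quenching; Read-out basis: percent inhibition from t60/t0 fluorescence ratio; Times: reaction time 60 min, 25 °C; Repeats: single replicate; Compound dosing: single dose, 10.9 µM nominal final, DMSO 0.8% final.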
# FID counter = counter-screen for HCV NS3 helicase inhibitors: DNA intercalator displacement | inhibition, % at 7.9 µM | hit rate 0.17% among 290,000 | DNA fluorescent intercalator displacement, fluorescence | AID 1845; in the data active = inhibition above about 37%;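 also: 0% = vehicle and 100% = reference compound; higher means more ethidium bromide displaced from hairpin DNA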
# CRFBP-R2 agonist = agonists of human CRF-binding protein/CRF-R2 receptor complex | HEK293 CRF-R2/CRF-BP, calcium dye fluorescence (FLIPR); percent of saturating CRF peptide response | hit rate 0.46% among 350,000 | activation, % at 13.2 µM;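 active = activation of at least 50%, plus an integration ratio under a set limit after plate pattern correction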;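 also: plate controls were neutral control wells without compound for no effect and CRF at EC100 for full effect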
# * hit, by the source's call; / = no result given. These rows are one share of the data; rates above refer to the full screens.
Structure	GalR3 antag	MEKK2 WT-MEK5	MEKK2mut PB1 HTS	SUMO HTRF inh	CRFR2-BP antag	MEKK3 PB1 HTS	NS3 helicase inh	FID counter	CRFBP-R2 agonist
O=C(CCC(=O)N1CCN(S(=O)(=O)c2ccc(Cl)cc2)CC1)Nc1ccc(Cl)cc1Cl	-6.0	98.0	0.0	-13.8	3.9	102.0	1.9	-4.4	0.7
COc1ccc(NC(=O)CCCn2c(=O)c3sccc3n(Cc3ccccc3)c2=O)cc1	-1.2	96.0	-1.0	-3.0	27.8	96.0	-14.7	-10.9	-1.4
Nc1ccccc1C(=O)Nc1ccc(Cl)cc1Cl	-13.7	80.0	3.0	13.1	-10.8	94.0	-0.5	-1.3	0.7
N#Cc1nc(COc2ccccc2)oc1N1CCN(c2cccc(Cl)c2)CC1	0.7	102.0	4.0	14.7	-7.0	110.0	-2.0	-1.6	0.1
CC(/C=N\NC(=O)CN1CCN(Cc2ccccc2)CC1)=C\c1ccco1	2.8	100.0	-2.0	1.1	5.9	101.0	7.7	-1.3	-0.1
CNC(=O)C(=O)N/N=C/c1ccccn1	0.7	96.0	-5.0	0.0	8.7	97.0	4.7	1.1	-2.1
COCCN1CC(C(=O)NCCc2nc(C)c(C)s2)CCC1=O (centres undefined)	-9.1	104.0	3.0	0.6	33.1	101.0	3.9	-6.6	0.4
CC(C)Oc1cccc(C(=O)C2CCCN(Cc3cnc(N4CCCC4)s3)C2)c1 (centres undefined)	-0.9	105.0	4.0	14.2	-266.3	101.0	-14.0	10.6	-1.1
O=C(CN1CCCC1)Nc1ccc([N+](=O)[O-])cc1	-3.1	98.0	-1.0	2.7	9.6	102.0	12.2	2.1	1.6
CN1CCCN(C(=O)c2cc(-c3cccc4ccccc34)nc3ccccc23)CC1	-4.3	101.0	6.0	41.9	-13.0	107.0	-18.0	10.7	0.3
CCCCn1c(/C=C/c2ccco2)nc2ccccc21	-3.1	124.0	15.0	7.8	21.6	113.0	44.4*	-24.4	9.9
O=C(CCCC(=O)N(c1ccc2c(c1)OCCO2)C(C(=O)NC1CCCCC1)c1ccc(Cl)cc1)Nc1ccccn1 (centres undefined)	-1.4	96.0	1.0	-6.1	-13.9	100.0	6.2	-10.2	1.1
O=C(CSCSCC(=O)Nc1ccc2c(c1)OCO2)Nc1ccc2c(c1)OCO2	-1.1	104.0	0.0	3.5	1.1	102.0	-3.8	-6.7	-3.6
Cn1ncc2cc(NC(N)=S)ccc21	-5.6	79.0	-5.0	-7.6	13.5	89.0	-9.2	-0.2	-0.5
CCCSc1nc2cc(OC)c(OC)cc2c(=N)n1CCCN1CCOCC1	-0.1	100.0	-2.0	3.0	5.4	100.0	4.5	15.6	-3.0
CCOC(=O)C1CCN(C(=O)CC(C)c2ccccc2)CC1 (centres undefined)	1.6	102.0	8.0	2.3	-32.3	101.0	22.0	-8.0	3.5

# Three compounds from above with just MEKK3 PB1 HTS and GalR3 antag:
mol	MEKK3 PB1 HTS	GalR3 antag
Nc1ccccc1C(=O)Nc1ccc(Cl)cc1Cl	94.0	-13.7
N#Cc1nc(COc2ccccc2)oc1N1CCN(c2cccc(Cl)c2)CC1	110.0	0.7
CC(/C=N\NC(=O)CN1CCN(Cc2ccccc2)CC1)=C\c1ccco1	101.0	2.8

# Going on with the list:
Structure	GalR3 antag	MEKK2 WT-MEK5	MEKK2mut PB1 HTS	SUMO HTRF inh	CRFR2-BP antag	MEKK3 PB1 HTS	NS3 helicase inh	FID counter	CRFBP-R2 agonist
CCCC(C)C(=O)OCC(=O)Nc1ccc(Br)cc1 (centres undefined)	/	92.0	-6.0	-11.0	/	97.0	8.2	-6.1	/
COc1ccc(/C=N/NC(=O)c2ccn[nH]2)cc1CN1CCOCC1	-4.6	99.0	8.0	0.1	6.9	106.0	-12.7	0.8	-1.6
CCOC(=O)C1C(=O)C(C(C)=O)C(=O)CC1CC(C)SCC (centres undefined)	-7.7	98.0	1.0	1.0	5.6	103.0	-0.2	-23.0	-1.7
Cc1nnc(NC(=O)c2ccncc2)s1	2.2	111.0	7.0	12.9	7.6	108.0	6.9	2.7	-1.8
COc1cccc(CNC(=O)CCN2C(=S)NC(C)(C)CC2C)c1 (centres undefined)	-1.3	98.0	-2.0	13.2	3.8	92.0	-10.5	-5.3	0.5
CN(c1ccc(OCC(=O)OCC(=O)Nc2ccc(F)cc2)cc1)S(=O)(=O)c1ccc(Cl)cc1	4.6	97.0	1.0	-10.3	5.5	98.0	-2.7	-2.5	-0.2
COc1ccc(CCNC(=O)c2ccc(CNS(=O)(=O)c3ccc(C(C)(C)C)cc3)cc2)cc1OC	-3.3	116.0	8.0	-24.3	-1.6	97.0	-19.1	-27.0	-1.9
COc1ccc(N2C(=O)CCC(C(=O)NCCN3CCOCC3)C2c2ccc(OC)c(OC)c2)cc1 (centres undefined)	-2.9	103.0	12.0	29.8	-6.5	106.0	-3.9	-7.6	-2.4

# Some of these compounds in order of molar mass, descending:
Structure	GalR3 antag	MEKK2 WT-MEK5	MEKK2mut PB1 HTS	SUMO HTRF inh	CRFR2-BP antag	MEKK3 PB1 HTS	NS3 helicase inh	FID counter	CRFBP-R2 agonist
CN(c1ccc(OCC(=O)OCC(=O)Nc2ccc(F)cc2)cc1)S(=O)(=O)c1ccc(Cl)cc1	4.6	97.0	1.0	-10.3	5.5	98.0	-2.7	-2.5	-0.2
COc1cccc(CNC(=O)CCN2C(=S)NC(C)(C)CC2C)c1 (centres undefined)	-1.3	98.0	-2.0	13.2	3.8	92.0	-10.5	-5.3	0.5
CCCC(C)C(=O)OCC(=O)Nc1ccc(Br)cc1 (centres undefined)	/	92.0	-6.0	-11.0	/	97.0	8.2	-6.1	/
Cc1nnc(NC(=O)c2ccncc2)s1	2.2	111.0	7.0	12.9	7.6	108.0	6.9	2.7	-1.8

# Going on with the list:
Structure	GalR3 antag	MEKK2 WT-MEK5	MEKK2mut PB1 HTS	SUMO HTRF inh	CRFR2-BP antag	MEKK3 PB1 HTS	NS3 helicase inh	FID counter	CRFBP-R2 agonist
CC(C)(C)NCC(=O)N/N=C/c1ccc(OCc2ccccc2)cc1	1.9	107.0	1.0	12.2	-11.0	96.0	-13.4	-8.3	0.5
C/C(=N\NC(=O)c1ccc(Cl)c(Cl)c1)c1cccc(NC(=O)C(C)C)c1	-0.1	103.0	5.0	-1.0	-2.1	100.0	2.5	-5.2	0.1
CC(C)C(=O)NC(c1cccs1)c1cc([N+](=O)[O-])c2cccnc2c1O (centres undefined)	/	115.0	15.0	3.5	-4.8	106.0	34.4	-9.4	-1.7
CCCC(=O)NC(Nc1ccccc1F)C(Cl)(Cl)Cl (centres undefined)	/	99.0	4.0	-19.9	/	103.0	-0.1	-8.6	/
O=C(CC12CC3CC(CC(C3)C1)C2)NC(Cc1ccccc1)C(=O)O (centres undefined)	-2.5	107.0	2.0	-19.0	-0.3	102.0	-3.5	-39.2	0.2
COc1ccc(C2C(C(=O)NCCCN3CCOCC3)c3ccccc3C(=O)N2c2ccc(OC)cc2)cc1 (centres undefined)	2.3	82.0	-7.0	4.8	7.6	78.0	-18.8	22.9	-0.3
Cc1cc(OC(=O)c2cccc(Br)c2)c([N+](=O)[O-])c(=O)[nH]1	0.2	101.0	3.0	7.2	19.5	103.0	3.8	0.4	-0.9
CC(C)C[C@H](NC(=O)c1nc[nH]c1C(=O)N1CCC(C)CC1)C(=O)OC(C)(C)C	-6.6	99.0	4.0	-23.0	-0.8	97.0	/	/	-0.2
CCC(=O)N=c1sc2ccccc2n1-c1ccccc1	-4.3	84.0	-14.0	2.7	-2.0	87.0	12.0	-10.1	0.6
COc1cc(CNCc2ccc(C)cc2)cc(OC)c1OC	-10.9	101.0	5.0	20.7	10.2	102.0	-21.3	5.3	-2.6
O=C(Nc1nnc(-c2ccccc2F)s1)c1cccnc1	4.2	94.0	-2.0	12.2	10.8	98.0	2.4	-4.7	-2.5
Cc1sc2nc(CSc3ncn[nH]3)[nH]c(=O)c2c1C	-4.8	103.0	2.0	-15.9	16.8	102.0	1.5	-4.7	0.0
CCCCNC(=O)c1cc2cccc([N+](=O)[O-])c2[nH]1	0.6	94.0	-4.0	12.0	-4.4	101.0	31.6	0.1	0.1
Cc1noc(C)c1COC(=O)CCC(=O)c1ccc(F)cc1	-1.8	105.0	3.0	20.8	-12.4	104.0	5.6	-5.8	0.3
CC(C)(C=O)C1=CC(=O)c2ccccc2C1=O	-4.3	105.0	1.0	22.5	7.2	154.0*	9.7	-0.4	0.7
CC1(C)CC(=O)C2=C(C1)N(c1ccc(F)cc1)C(=O)CC2c1cccnc1 (centres undefined)	4.6	115.0	10.0	11.9	-0.1	109.0	1.1	-3.4	1.0
Cc1ccc(NC(=O)CSc2ccc(-c3ccccn3)nn2)c(C)c1	-0.3	103.0	1.0	-6.1	-0.2	98.0	-89.1	-21.9	-0.7
COc1ccc(/C=C/C(=O)C2(O)CCCCC2)cc1OC	-5.8	99.0	-4.0	3.8	13.4	104.0	11.6	-14.5	-0.7
CC(C)C(OC(=O)C1CCCO1)C(=O)NC1CCCC1 (centres undefined)	-6.2	103.0	3.0	26.7	11.9	98.0	-1.6	2.7	-0.2
S=C(c1ccccc1)N1CCN(C(=S)c2ccccc2)CC1	-2.8	94.0	-1.0	-6.4	30.8	92.0	-3.0	0.2	-3.0
COC(=O)c1nnn(-c2nonc2N)c1CSc1nc2ccccc2s1	-4.0	97.0	11.0	7.1	-18.6	99.0	-7.0	-0.5	-0.6
Clc1cccc(CN2C3=NCCCN3c3ccccc32)c1	-13.0	105.0	2.0	14.0	18.9	102.0	-16.2	0.3	-3.4
CCn1c(CCNC(=O)c2cccs2)nnc1SCC(=O)Nc1ccc(Cl)cc1	-0.8	101.0	0.0	5.3	2.1	95.0	-2.4	-18.6	-0.1
CC(=O)NC1C(=O)N=C(SCC(=O)NCc2ccccc2)NC1=O (centres undefined)	-3.4	113.0	7.0	22.0	13.6	112.0	-4.8	-3.2	0.1
Nc1c(Br)c(=O)[nH]c(=O)n1-c1ccccc1	-7.5	108.0	3.0	-11.5	4.2	102.0	-4.8	-1.7	-0.2
CC1CC(=O)Nc2ccccc2N1C(=O)Nc1ccccc1 (centres undefined)	-0.1	99.0	-6.0	-2.6	-5.1	98.0	-6.2	1.9	-0.2
CC(=O)N(Cc1cc2cc(C)c(C)cc2n2nnnc12)CC1COCCO1 (centres undefined)	-6.9	88.0	-9.0	19.7	-7.4	90.0	0.9	-4.3	3.1
COC(=O)[C@H]1C[C@@H]1[C@H](NS(=O)(=O)c1ccc2ccccc2c1)c1ccccc1	-4.9	96.0	1.0	-6.2	-0.8	104.0	-15.3	-20.9	-1.3
C[C@@H]1CC=C[C@H]2[C@H]1C(=O)N(Cc1ccccc1)[C@H]2c1ccc(-c2ccc(F)cc2)cc1F	-3.8	90.0	2.0	-1.4	-10.9	95.0	/	/	2.0
COCCN1CN=C(Nc2nc3ccccc3s2)NC1	-2.5	89.0	-9.0	27.1	-11.0	85.0	7.8	7.2	1.8
CN1C(=O)/C(=C2/C=Cc3ccccc3N2CCCS(=O)(=O)O)SC1=S	0.0	78.0	-8.0	-0.3	1.5	80.0	0.6	-18.8	-1.8

# Compound activity deposited in PubChem BioAssay by several laboratories.
